# SUMO Mot1 rescue: inhibitors of SUMOylation pathway: yeast Mot1-301 growth rescue; 1% of 320,000 active; AID 2716; growth rescue, % at 18.8 µM; S. cerevisiae Mot1-301 growth rescue, ATP luminescence, 38.5C; percent above DMSO median, 100 means doubled;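 active = every valid replicate shows activation above 250% relative to neutral control wells; inactive = the rest, any valid replicate at or below 250%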;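 also: OY570 slx delta 5 strain wells were the positive control but not used for scaling; some compounds called inactive have numbers as strong as hits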
# HTR5A inv ag: inverse agonist of human HTR5A in OPRM1-OPRD1 counter-screen; P47898; inhibition, % at 9.3 µM; AID 504634; HTR5A cell line, luminescence, inverse agonism; 0.083% of 340,000 active; in the data active = inhibition mostly above about 23%, no sharp cut-off; inactive = mostly below about 18%;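 also: 0% = cells with DMSO and 100% = no-cell wells with DMSO; some compounds called inactive have numbers as strong as hits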
# PKA-R1A act: activators of PKA-R1A complex | PKA-R1A dissociation, Cy5-IP20 fluorescence polarization; scaled: DMSO 0%, 113 µM cGMP 100% | activation, % at 11.4 µM | 0.083% of 340,000 active | AID 504707;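 active = percent activation above the mean of all tested compounds plus 3 SD, cut at about 19% in these data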;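 also: higher means more PKAc released from R1A so a rise in polarization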
# DSG3 Ab inh: human desmoglein-3 autoantibody binding inhibition. DSG3-coupled beads, scFv-anti-DSG3-GFP binding, flow cytometry; active compounds read low. 0.48% of 310,000 active. binding (percent of control), % at 10 µM. P32926;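 active = binding more than 3 SD below its plate's average and above zero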;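 also: hits lower antibody fragment binding to DSG3; some compounds called inactive have numbers as strong as hits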
# Target sequence (P32926 whole entry, looked up, the tested form may be a part): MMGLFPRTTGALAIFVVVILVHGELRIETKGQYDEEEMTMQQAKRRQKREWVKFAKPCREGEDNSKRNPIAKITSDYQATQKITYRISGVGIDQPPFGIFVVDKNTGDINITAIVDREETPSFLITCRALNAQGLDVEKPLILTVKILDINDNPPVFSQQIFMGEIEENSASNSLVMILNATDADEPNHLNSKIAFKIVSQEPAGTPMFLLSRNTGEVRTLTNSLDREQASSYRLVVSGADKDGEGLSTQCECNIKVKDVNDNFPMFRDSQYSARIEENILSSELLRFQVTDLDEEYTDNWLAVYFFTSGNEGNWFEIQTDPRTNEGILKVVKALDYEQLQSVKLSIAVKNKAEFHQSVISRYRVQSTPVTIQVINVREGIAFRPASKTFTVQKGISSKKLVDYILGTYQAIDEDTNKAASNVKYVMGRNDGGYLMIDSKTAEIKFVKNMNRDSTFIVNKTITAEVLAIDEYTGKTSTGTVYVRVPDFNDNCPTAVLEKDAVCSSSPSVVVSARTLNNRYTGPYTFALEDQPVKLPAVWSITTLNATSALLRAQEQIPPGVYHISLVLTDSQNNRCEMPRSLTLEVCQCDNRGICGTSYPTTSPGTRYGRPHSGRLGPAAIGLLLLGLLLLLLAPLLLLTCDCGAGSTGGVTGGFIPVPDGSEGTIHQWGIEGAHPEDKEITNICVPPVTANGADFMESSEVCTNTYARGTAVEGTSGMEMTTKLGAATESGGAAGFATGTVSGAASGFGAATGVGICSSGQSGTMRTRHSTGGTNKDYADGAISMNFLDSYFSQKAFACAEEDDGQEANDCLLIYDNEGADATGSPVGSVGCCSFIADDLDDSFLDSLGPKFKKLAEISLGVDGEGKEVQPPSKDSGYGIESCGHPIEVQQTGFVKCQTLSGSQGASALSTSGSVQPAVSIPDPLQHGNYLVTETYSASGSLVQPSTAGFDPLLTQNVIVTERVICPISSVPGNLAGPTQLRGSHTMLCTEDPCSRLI
# phage Ecoli inh: E. coli growth loss with phage present; growth absorbance; inhibition, % at 11.9 µM; AID 651602; 0.26% of 360,000 active; in the data active = inhibition above about 11%
# MOR-DOR ag: OPRM1-OPRD1 heterodimerization agonism. P35372+P41143. cells, luminescence. activation, % at 9.3 µM. 0.3% of 340,000 active; in the data active = activation above about 18%;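 also: 0% = vehicle-treated cells and 100% = reference agonist; values of inactives mirror those of a sister screen read the other way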
# HTR5A ag ctr: counter-screen for OPRM1-OPRD1 agonists: human HTR5A agonism | HTR5A agonist assay, luminescence, cell-based | activation, % at 9.3 µM | 0.61% of 340,000 active; in the data active = activation mostly above about 9.5%, no sharp cut-off; inactive = mostly below about 7.6%;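 also: 0% = cells with vehicle only and 100% = reference agonist; strong numbers were not always called active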
# AddAB inh: less growth of phage-infected E. coli with AddAB; AID 435030; inhibition, % at 11.9 µM; E. coli expressing H. pylori AddAB, absorbance growth; 0.29% of 330,000 active; in the data active = inhibition above about 12%;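 also: 0% = vehicle wells of infected cells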
# PfHsp90 set2: reduces growth (ATP signal) of yeast expressing P. falciparum Hsp90; S. cerevisiae expressing PfHsp90, BacTiter-Glo ATP, 48 h; yeast lacking PDR1 and PDR3 efflux regulators; inhibition, % at 9.4 µM; 0.32% of 310,000 active; AID 504621;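 active = every replicate shows inhibition above about 80%, whatever the replicate mean, limit read from the data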;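 also: 0% = DMSO neutral controls and 100% = 20 µM radicicol positive controls; yeast relying on Plasmodium falciparum Hsp90 in place of its own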
# MOR-DOR inv ag: inverse agonist of human OPRM1-OPRD1 heterodimerization | P35372+P41143 | cell-based MOR-DOR heterodimer luminescence, inverse agonism | inhibition, % at 9.3 µM | 0.21% of 340,000 active | AID 504357; in the data active = inhibition above about 22%, passing the limit was not always enough;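 also: 0% = cells with DMSO and 100% = wells without cells with DMSO; values of inactives mirror those of a sister screen read the other way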
# E coli growth: reduces bacterial viability in AddAB counter-screen. E. coli V3065 growth, OD600 absorbance, 18 h. inhibition, % at 11.9 µM. 0.27% of 330,000 active. AID 449728;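 active = inhibition above the campaign's mean inhibition across all tested compounds plus 3 SD, cut at about 9.9% in these data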;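 also: uninfected addAB+ strain grown without phage in ampicillin broth; 0% = DMSO wells and 100% = ciprofloxacin 0.95 µg/ml wells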
# Numbers without * were called inactive; . = no result given. Compounds were not picked by outcome (roughly 3.2% active in at least one column).
SMILES,SUMO Mot1 rescue,HTR5A inv ag,PKA-R1A act,DSG3 Ab inh,phage Ecoli inh,MOR-DOR ag,HTR5A ag ctr,AddAB inh,PfHsp90 set2,MOR-DOR inv ag,E coli growth
O=C(Nc1ccnn1C1CCN(C(=O)CCc2ccc(F)cc2)CC1)C1CCOC1 (stereo unspecified),243.0,-17.6,-9.4,114.4,2.9,-2.0,1.4,1.2,-0.5,10.9,-2.4
COc1ccccc1C(=O)NCCc1nc2ccccc2n1C,-11.0,-7.2,-3.9,.,1.4,-0.8,2.7,3.2,10.9,4.7,-0.3
O=C(COc1ccccc1[N+](=O)[O-])N1CCCc2ccccc21,-30.4,7.0,3.4,84.2,2.2,-2.1,-1.8,1.1,-2.7,11.6,3.0
O=C(CCC(=O)c1cccs1)NCc1ccc(F)cc1,.,17.1,-5.6,101.3,3.2,-1.9,0.4,1.0,-9.8,9.8,-2.7
CC(C)OP(=O)(c1ccc(N(C)C)cc1)C(O)c1ccc(C(C)C)cc1 (stereo unspecified),7.7,-21.7,-6.6,89.7,1.2,-0.9,5.9,0.9,-3.2,4.7,-0.3
CCc1ccc(NS(=O)(=O)c2cccc3nonc23)cc1,-20.8,3.9,2.4,104.0,1.4,1.6,-1.4,3.2,-1.5,-8.4,1.1
O=C(NN1CCN(Cc2ccccc2Cl)CC1)c1ccc(Cl)cc1,40.4,11.0,-2.1,98.9,3.5,-0.5,-2.6,1.7,26.3,2.6,-1.7
COc1cccc(C(=O)OCC(=O)NCCC2=CCCCC2)c1,13.5,0.0,-2.9,99.6,1.8,0.2,0.0,1.0,.,-1.1,0.7
CCCCOc1ccc(C(=O)NCC(=O)N2CC(C)OC(C)C2)cc1 (stereo unspecified),.,-8.8,-0.8,103.8,1.0,-1.4,3.4,.,6.4,9.6,.
CN1C(=O)c2ccccc2OC1(C)Cc1ccccc1 (stereo unspecified),-11.0,-21.6,5.3,112.0,1.3,-2.3,-2.3,0.5,13.5,11.9,1.7
CCn1c(SCC(=O)NNC(=O)c2ccc(C)cc2)nnc1C(C)C,6.4,10.7,-8.4,.,0.0,-0.8,-4.0,1.8,-0.3,6.4,-2.2
NC(=O)C1(Nc2ccc(-c3ccc(Cl)cc3)cc2)CCCC1,.,4.8,-2.5,54.2*,3.3,0.1,-1.2,.,-32.2,-0.6,.
O=C(O)C1CCC(CNS(=O)(=O)c2ccc(Br)cc2)CC1 (stereo unspecified),-19.9,-4.4,1.5,99.5,3.7,-1.9,1.2,2.7,6.7,9.1,3.3
Cc1noc(C)c1S(=O)(=O)Nc1ccc(C#N)cc1,388.2,-14.5,-15.3,101.1,0.4,-3.4,3.0,1.8,8.7,17.4,0.6
CN(C)c1ccc(N/C=C/C(=O)c2ccc(F)cc2)cc1,-12.1,22.3,-8.2,102.2,.,5.6,4.0,-0.2,21.4,-32.0,-2.2
CC1(C(=O)NC(=S)N(CCC#N)c2ccccc2)CC1(Cl)Cl (stereo unspecified),-4.6,12.0,8.5,107.2,0.4,-5.0,-5.5,2.8,.,22.8,0.1
Nc1ncnc2c1ncn2[C@@H]1O[C@H](CNC(=O)[C@H]2CCC(=O)N2)[C@@H](O)[C@H]1O,.,0.9,-9.0,97.6,-0.4,-3.3,-0.3,3.8,13.1,16.2,1.8
Clc1c(-c2ccccc2)nnn1-c1ccccc1,-2.1,-25.8,-2.5,116.9,4.7,1.8,-1.0,1.8,15.5,-9.6,2.7
COC(=O)CSc1nc(C)cc(C)c1C#N,343.4,-9.1,11.9,100.7,3.2,-2.1,3.5,2.6,-10.2,10.4,1.7
CN(C)c1cccc(NC(=O)C2(C)CC2(Cl)Cl)c1 (stereo unspecified),-6.9,-0.7,-2.0,126.9,0.4,-2.4,-0.6,-0.5,13.2,12.7,0.0
O=C(/C=N/O)Nc1cccnc1,-5.9,-17.6,-0.3,106.6,2.1,-1.5,0.6,-0.8,17.3,8.1,0.5
Cc1c(C#N)c2ncnc(N)c2n1-c1ccccc1,-6.9,-8.9,-5.2,.,0.6,-2.0,6.9,5.3,34.7,9.2,-1.9
O=C(NN1C(=O)CSC1=S)c1cccnc1,-26.8,.,.,109.2,-1.5,.,.,1.6,.,.,0.2
O=C(CSc1nc(-c2ccccc2)cc(=O)[nH]1)Nc1ccc(Br)cc1,422.5*,8.1,9.0,99.1,-0.6,0.7,-2.2,2.4,-12.4,-3.1,1.2
COc1ccc(CC2C(=O)OC(C)(C)OC2=O)cc1,179.8,-4.5,7.7,103.7,0.3,0.0,1.5,2.4,-18.9,0.2,0.0
O=C(COc1ccc(/C=N/NC(=O)c2ccncc2)cc1)Nc1ccc([N+](=O)[O-])cc1,-26.3,6.1,1.6,.,-0.9,0.5,-2.3,2.0,-15.1,-4.0,1.3
CC(=O)Nc1ccc(NC(=O)/C=C/c2ccc(Cl)cc2)cc1,7.1,31.6,-7.5,97.3,1.4,-0.3,4.6,-1.3,-4.5,1.6,-3.4
CC1(C)SCC(C(=O)O)NC1=O (stereo unspecified),16.3,-10.9,-1.2,83.8,1.7,-1.2,4.0,-0.1,-5.1,5.9,-1.4
COc1ccccc1N1CCN(CC(=O)Nc2cc(F)ccc2C)CC1,-26.6,2.3,-12.6,87.2,6.3,2.0,7.2,-0.6,14.8,-11.2,-1.9
CC(C)NC(=O)Nc1cccc2c1O[C@H](CN(C)C(=O)Nc1ccccc1)[C@@H](C)CN([C@H](C)CO)C2=O,-12.4,14.5,-7.5,100.2,2.1,-2.5,-1.4,3.7,16.8,14.5,1.1
CCc1ccc2c(c1)/C(=N/N(C)C(=S)NC)C(=O)N2,0.1,18.1,-9.4,83.9,2.8,-1.5,5.0,1.8,-45.9,7.7,1.3
C/C(=N\NC(=O)c1[nH]c2c([N+](=O)[O-])cc(C)cc2c1-c1ccccc1)c1cccnc1,-1.0,-12.9,5.3,104.7,0.9,-1.2,-0.1,0.4,-15.5,6.8,0.7
Cc1ccc(C(=O)NNC(=O)c2cccnc2SCc2cccc([N+](=O)[O-])c2)cc1,-6.4,-3.3,2.4,82.2,1.1,-0.1,5.7,3.4,-10.4,0.5,3.5
CCOC(=O)c1c(C)nc2c(c1-c1cc(OC)ccc1OC)C(=O)CC(C)(C)C2,1.7,-35.5,4.8,110.9,3.3,-0.8,1.8,2.1,-14.0,3.9,-1.5
Cc1ccc(NC(=O)CSCC(=O)Nc2ccccc2N2CCCC2)cc1,421.0*,-16.9,0.7,97.2,0.7,-0.2,13.2,-0.8,.,0.9,-1.4
Cc1ccccc1-n1c(-c2ccc(Br)o2)n[nH]c1=S,2.1,-10.0,4.9,103.7,-1.0,-1.9,-3.3,1.0,10.5,9.6,-0.6
Cc1c2cnn(CC(=O)Nc3cccc(C(F)(F)F)c3)c(=O)c2c(C)n1Cc1ccccc1F,-6.4,2.3,-10.7,92.1,-0.4,0.0,-1.2,0.3,-93.6,0.2,-0.5
CCN(CC)S(=O)(=O)c1ccc(N2CCOCC2)c(NS(=O)(=O)c2ccc(C)cc2)c1,-6.5,11.9,1.0,.,2.9,-0.9,1.2,-0.7,3.8,4.4,0.2
COc1cc(C(=O)N[C@H](C(=O)NC2CCCCCC2)C(C)C)cc(OC)c1OC,2.4,-36.9,-7.2,97.6,0.8,-0.8,-0.1,-0.5,2.6,4.5,-0.7
O=C(CCn1c(=O)oc2ccccc21)NCc1ccc2c(c1)OCO2,-4.2,10.0,-7.0,98.9,1.2,0.2,1.8,-0.9,16.7,-1.3,-0.6
COc1ccc(-c2cc(C(=O)NNC3=NCCC3)c3c(C)nn(-c4ccccc4)c3n2)cc1,22.0,21.2,-3.3,94.7,2.4,-0.9,-8.3,-1.7,-63.9,3.9,1.2
O=C(CN1CCOc2ccccc21)NCc1cccs1,6.2,-15.4,2.9,100.3,-2.3,2.6,7.6,3.0,-6.2,-13.3,0.1
Cn1c(=O)n(C)c2cc([N+](=O)[O-])c(N3CCN(S(=O)(=O)c4ccccc4)CC3)cc21,6.9,8.3,1.8,96.1,3.3,-0.5,6.7,1.3,2.9,2.9,-0.7
Cc1cccc(N=Cc2[nH]c3ccc(Br)c(Cl)c3c2O)c1,7.8,-13.9,-5.4,290.8,2.4,4.2,-0.4,-1.6,-6.7,-21.4,1.0
O=C(O)/C=C\C(=O)NCc1cccnc1,12.2,27.6,-3.8,91.0,2.5,-1.9,2.7,-0.6,21.9,10.2,-1.4

# Brought forward from above: 5 entries; new compounds follow.
SMILES,SUMO Mot1 rescue,HTR5A inv ag,PKA-R1A act,DSG3 Ab inh,phage Ecoli inh,MOR-DOR ag,HTR5A ag ctr,AddAB inh,PfHsp90 set2,MOR-DOR inv ag,E coli growth
COc1ccc(-c2cc(C(=O)NNC3=NCCC3)c3c(C)nn(-c4ccccc4)c3n2)cc1,22.0,21.2,-3.3,94.7,2.4,-0.9,-8.3,-1.7,-63.9,3.9,1.2
O=C(CN1CCOc2ccccc21)NCc1cccs1,6.2,-15.4,2.9,100.3,-2.3,2.6,7.6,3.0,-6.2,-13.3,0.1
Cn1c(=O)n(C)c2cc([N+](=O)[O-])c(N3CCN(S(=O)(=O)c4ccccc4)CC3)cc21,6.9,8.3,1.8,96.1,3.3,-0.5,6.7,1.3,2.9,2.9,-0.7
Cc1cccc(N=Cc2[nH]c3ccc(Br)c(Cl)c3c2O)c1,7.8,-13.9,-5.4,290.8,2.4,4.2,-0.4,-1.6,-6.7,-21.4,1.0
O=C(O)/C=C\C(=O)NCc1cccnc1,12.2,27.6,-3.8,91.0,2.5,-1.9,2.7,-0.6,21.9,10.2,-1.4
Cc1c(C(=O)N2CCN(Cc3ccccc3)CC2)sc2ncnc(N3CCOCC3)c12,3.8,10.7,10.6,82.0,0.6,0.6,-4.1,2.3,-2.8,-3.6,-2.0
CC(NS(=O)(=O)c1ccc(OCC(=O)NCc2ccncc2)cc1)c1ccccc1 (stereo unspecified),-11.7,-9.3,0.8,120.7,2.0,0.4,3.1,2.0,14.3,-2.9,-1.9
COC(=O)c1cccc(C(=O)N2CCCC(C(=O)c3cccc(OC(C)C)c3)C2)c1 (stereo unspecified),309.8,14.2,-4.8,98.7,-10.8,-0.2,-1.5,2.0,14.7,1.1,0.2
Cc1csc(NC(=O)C2=COCCO2)n1,6.2,-21.1,-15.9,100.8,1.5,0.2,2.4,2.6,17.2,-1.1,0.6
O=C(NCc1cccc(C(F)(F)F)c1)C1CCC(=O)N(C2CCCCCC2)C1 (stereo unspecified),1.8,1.8,5.7,.,2.5,-2.5,3.0,-1.5,-110.3,13.6,-3.3

# With a hit mark in DSG3 Ab inh, among the entries above:
SMILES	SUMO Mot1 rescue	PKA-R1A act	DSG3 Ab inh	phage Ecoli inh	MOR-DOR ag	AddAB inh	PfHsp90 set2	MOR-DOR inv ag
NC(=O)C1(Nc2ccc(-c3ccc(Cl)cc3)cc2)CCCC1	.	-2.5	54.2*	3.3	0.1	.	-32.2	-0.6

# High-throughput results from PubChem BioAssay.
